ERK EGF inh – EGF-driven ERK pathway inhibition | HEK293-V1b, EGF-stimulated phospho-ERK AlphaScreen | Potency, µM (highest dose often 11.5 µM), inactives show at the highest dose activity change, negative = inhibition, actives largely listed as inhibitors | 130,000 tested, 0.41% active | AID 1454; active = well fitted inhibition curve with a large enough effect; inconclusive = small, poorly fitted or top-dose-only effect, or effect the other way;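 note: plate controls were stimulated vehicle wells for no effect and unstimulated vehicle basal for full effect; nearly all actives have a fitted effect of over 55% in size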
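Concentration-response of compounds against EGF-driven ERK phosphorylation in V1b-expressing HEK293 cells; 30 min preincubation, 5 min EGF, AlphaScreen detection; Normalized to DMSO basal and 25 nM EGF.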
* marks the source's active call; other numbers are inactive results; ? = inconclusive; & = joins results of further samples; [ ] = dose if it differs, or a comment. Potency is the fitted concentration of half-maximal effect.

smiles | ERK EGF inh
CCc1ccc(NC(=S)N(Cc2ccc(Cl)cc2)Cc2ccc(C(=O)O)cc2)cc1 | -3%
CCNC(=S)N=Nc1c(O)[nH]c2ccc(C(C)C)cc12 | 4%
CCC(=O)NCc1csc(-c2cccs2)n1 | 2%[57.5 µM]
O=C(O)c1ccccc1/C=N/NC(=O)C1CCCCC1 | 2%[57.5 µM]
CC1CCC(NC(=O)c2ccc(NC(=O)c3ccc(=O)[nH]c3)cc2)CC1 (configuration not stated) | 2%
COc1ccc(CCNC(=O)c2ccc3c(SCC(=O)O)c4c(nc3c2)CCCC4)cc1OC | 2%
COC(=O)c1nn(-c2ccccc2)c(=O)cc1Sc1ccc(Cl)cc1 | ?
CNC(=O)COc1ccc(S(=O)(=O)Nc2ccc(OC)cc2)cc1 | 2%
S=c1[nH]nc(-c2cccnc2)n1-c1ccc2c(c1)OCCO2 | 2%
Cc1nn(-c2cccc(C(=O)O)c2)c(C)c1[N+](=O)[O-] | -2%
COc1ccccc1N(CC(=O)N/N=C/c1ccc(C(=O)O)cc1)S(=O)(=O)c1ccc(C)cc1 | -3%[57.5 µM]
CCCCNS(=O)(=O)c1ccc(NC(=O)Cc2ccccc2[N+](=O)[O-])cc1 | -9%[57.5 µM]
CCc1cccc(CC)c1NC(=O)c1ccccc1CCc1ccccc1 | -54%
O=C(COC(=O)c1ccc[nH]c1=O)Nc1ccc2c(c1)OC(F)(F)O2 | -1%[57.5 µM]
COc1ccc(CCNc2cc(C)nc3c(-c4ccc(Cl)cc4)c(C)nn23)cc1OC | 6%
COc1cc(-c2nc3ccccc3c(=O)n2N)cc(OC)c1OC | 19%
COc1ccccc1N1CCN(/N=C/c2cc(OC)c(OC)c(OC)c2)CC1 | 10%
CSc1nc2nc(C)c(C/C=C/c3ccccc3)c(=O)n2[nH]1 | 2%
COc1cccc(C(=O)/C=C/Nc2ccc(NC(C)=O)cc2)c1 | 2%
CCCCCCCC/C=C\CCCCCCCC(=O)NCCO | 11%&-7%&0%
Cc1cnccc1NC(=O)c1cccs1 | 1%
CC(C)(C)OC(=O)N1CCC(CNC(=O)c2ccccc2)CC1 | 5%[57.5 µM]
COc1cc(/C=C/C(=O)OCC(=O)c2c(N)n(C)c(=O)n(C)c2=O)ccc1O | -10%
O=C(NCCCn1ccnc1)c1ccc(S(=O)(=O)Nc2ccccc2)cc1 | 12%[57.5 µM]
Cn1c(NNC(=O)C(c2ccccc2)c2ccccc2)cc(=O)n(C)c1=O | -2%
C/C(=N/NS(=O)(=O)c1ccc(C)cc1)c1c(O)c2ccccc2oc1=O | 0%[57.5 µM]
COc1ccccc1NS(=O)(=O)c1cccc(C(=O)NCc2ccco2)c1 | -6%
CCOC(=O)N1CCN(S(=O)(=O)c2ccc3c(c2)SC(C)C(=O)N3)CC1 (configuration not stated) | -7%
Cc1ccc(C(=O)C[n+]2cccc3cc(C)ccc32)cc1 | -8%
CCOC(=O)C1CN(S(C)(=O)=O)c2cc(CC(=O)OC)ccc2O1 (configuration not stated) | 5%
NC[C@H]1O[C@H](O[C@H]2[C@H](O)[C@@H](O[C@H]3O[C@H](CO)[C@@H](O)[C@H](N)[C@H]3O)[C@H](N)C[C@@H]2N)[C@H](N)C[C@@H]1O | -1%[57.5 µM]
COC(=O)c1ccc2nc(C)cc(Nc3ccccc3C)c2c1 | -19%[57.5 µM]
CCCCCC(=O)/C=C/C=C\CCCCCCCC(=O)O | 6%
Cc1ccc(OCC(=O)NCCc2c[nH]c3ccccc23)cc1 | -9%
COc1ccccc1OCCC(=O)Nc1nc(C)cs1 | 1%[57.5 µM]
c1ccc2c(CNc3ccc(CNc4ncn[nH]4)cc3)cccc2c1 | 16%
COC(=O)c1ccsc1NC(=O)c1ccc(Cl)s1 | 4%[57.5 µM]
CCOc1cc(Cl)c(NC(C)=O)cc1OCC | 13%
CN(CCOc1ccccc1)C(=O)c1cc([N+](=O)[O-])cc([N+](=O)[O-])c1 | -7%
CCCOc1ccccc1NC(=O)Nc1ccccc1Cl | -4%
NS(=O)(=O)c1ccc(NC(=O)COC(=O)CCc2ccc(S(=O)(=O)N3CCOCC3)cc2)cc1 | 2%[57.5 µM]
Oc1[nH]c(=S)sc1C=C1N=c2ccccc2=N1 | -4%[57.5 µM]
COc1ccc(N2CCN(C(=O)c3ccc(NS(=O)(=O)c4cccs4)cc3)CC2)cc1 | -1%
Cc1ccc(NC(=O)COC(=O)/C=C/c2cccs2)c(C)c1 | 2%
COC(=O)c1cc2ccsc2n1Cc1cccc(F)c1 | 2%
Cc1cccc(C(=O)NC(=S)NNC(=O)COc2c(C)cccc2C)c1 | 11%
O=S(=O)(Nc1ccccc1N1CCCCC1)c1ccc(F)cc1 | -5%[57.5 µM]
CC1CCN(c2c(NCc3ccc(C(=O)NCc4cccnc4)cc3)c(=O)c2=O)CC1 | 4%

Brought forward from above: four compounds, then new ones.
smiles | ERK EGF inh
COC(=O)c1cc2ccsc2n1Cc1cccc(F)c1 | 2%
Cc1cccc(C(=O)NC(=S)NNC(=O)COc2c(C)cccc2C)c1 | 11%
O=S(=O)(Nc1ccccc1N1CCCCC1)c1ccc(F)cc1 | -5%[57.5 µM]
CC1CCN(c2c(NCc3ccc(C(=O)NCc4cccnc4)cc3)c(=O)c2=O)CC1 | 4%
Cc1csc(SCC(=O)NC(=O)NC(C)(C)C)n1 | -8%
CCOC(=O)c1ccc(NC(=O)NCc2c(C)nn(CC)c2C)cc1 | -2%
Cc1ccc(S(=O)(=O)N2CCC(=O)N(C(COCc3cccc(C(F)(F)F)c3)Cc3ccccc3)CC2)cc1 (configuration not stated) | 1%
CCNc1ncc2nc(CCc3ccccc3)c(=O)n(-c3ccc(OC)cc3)c2n1 | -5%
CC(=O)c1ccc(-c2nnc(CCC(=O)N(C)Cc3c(C)nc4ccccn34)o2)s1 | 4%[57.5 µM]
CCOc1ccc2c(c1)C(c1ccc(C)cc1)=NNC(c1ccc(C)cc1)=N2 | ?
COc1ccc(NC(=O)CN2CCN(c3nc(-c4cccc(OC)c4)cs3)CC2)cc1 | 1%
O=C(N/N=C\c1ccco1)c1cncc(Br)c1 | -5%
NC(=S)N/N=C/c1c(O)ccc2ccccc12 | 14%[57.5 µM]
CCN(C(=O)CSc1nnc2c3ccccc3n(CC)c2n1)C1CCS(=O)(=O)C1 (configuration not stated) | 21%
Nc1nccc(-c2ccc(-n3cnc4ccccc43)cc2)n1 | -5%
COc1ccc(OC)c(S(=O)(=O)Nc2cccc(-c3ccc4nncn4n3)c2)c1 | -6%
COC(=O)c1sc(NC(=O)/C=C/c2ccc(C)cc2)nc1C | -2%
Cc1ccnc(NC(=O)c2ccc(Cl)c(NC(=O)CCc3ccccc3)c2)c1 | 1%
O=C(CSc1nnc(SCc2ccccc2)s1)N/N=C/c1ccc(C(=O)O)cc1 | -10%[57.5 µM]
CCOc1cc(C2NC(=S)NC(C)=C2C(=O)Nc2ccccc2)ccc1O (configuration not stated) | -4%[57.5 µM]
CCOc1ccc(-c2ccc(/C=C3/C(=N)N4C(C)=CSC4=NC3=O)o2)c([N+](=O)[O-])c1 | 9%
CC(SCC(=O)NC12CC3CC(CC(C3)C1)C2)C(=O)O (configuration not stated) | -1%
CC(=O)Nc1ccc(/C=N/NC(=O)CCN2CCN(c3ccccc3)CC2)cc1 | -1%
CCCN(CC(=O)Nc1ccccc1C)C(=O)CCl | 4%
CC(C)c1ccc(S(=O)(=O)c2cn(Cc3ccc(F)cc3)c3cc4c(cc3c2=O)OCO4)cc1 | 8%
CCCn1nc(Oc2nc(N(C)C)nc(N(C)C)n2)ccc1=O | -4%
CCc1nnc(NS(=O)(=O)c2ccc(NC(=O)/C=C/c3ccccc3Cl)cc2)s1 | -5%
Cc1nnc(N/N=C\c2ccc(-c3cccc(C(=O)O)c3)o2)n1N | -1%
O=c1[nH]cnc2c1ncn2[C@H]1CC[C@@H](CO)O1 | ?
COc1cc(NC(=O)c2cc3ccccc3cc2O)c(OC)cc1Cl | ?
O=C(COc1ncnc2cc(Cl)ccc12)c1ccccc1 | -10%[57.5 µM]
COc1ccc(C2CC(c3ccco3)n3ncnc3N2)cc1 (configuration not stated) | -10%
COc1ccccc1CN1CCCC2(CCN(C(=O)c3ccco3)CC2)C1 | 4%
N#CC1(C#N)CC(C=O)=C(N)C1(C#N)CC(=O)C12CC3CC(CC(C3)C1)C2 (configuration not stated) | 8%
CC(=O)Nc1ccc(C(=O)OCC(=O)NCc2ccc(Cl)cc2)cc1 | 1%
CCSc1nc2c(cnn2-c2ccc(C)cc2)c(=O)[nH]1 | -2%
CC(=O)Oc1ccc(C(=O)Cc2ccccn2)c(O)c1 | -6%
CC(O)CNc1nc2c(c(=O)n(Cc3ccc(Cl)c(Cl)c3)c(=O)n2C)n1C (configuration not stated) | -14%[57.5 µM]
CC1CCCN(S(=O)(=O)c2ccc(C(=O)Nc3nnc(-c4ccccn4)o3)cc2)C1 (configuration not stated) | -2%
CCC(C)[C@H](NC(=O)N1CCCCCC1)C(=O)O (some centres not stated) | -2%[57.5 µM]
O=C(Cn1cc(C(F)(F)F)ccc1=O)Nc1cc(S(=O)(=O)N2CCOCC2)ccc1Cl | 6%
CC(C)c1nc(CNC(=O)CCc2nnc(-c3ccsc3)o2)cs1 | -1%
O=C1C=C(NC2=CC3OC(c4ccccc4)OCC3OC2=O)CCC1 (configuration not stated) | 9%
COC(=O)C1=C(C)OC(N)=C(C#N)C1c1cc2cccc(C)c2nc1Cl (configuration not stated) | -2%
CC1(C)C(C=C(Cl)Cl)C1C(=O)Nc1ccc([N+](=O)[O-])cc1 (configuration not stated) | -2%
CC(C)S(=O)(=O)C1=NSC2=NC(=O)/C(=C\c3ccc(-c4cccc(C(=O)O)c4)o3)C(=N)N21 | 7%
CCCOc1ccc(CN2CCOCC2)cc1OC | 4%[57.5 µM]
Cc1ccc(N(CC(=O)NC(C)(C)C)C(=O)CS(=O)CC(=O)Nc2ccc(F)cc2)cc1 (configuration not stated) | 4%
CCn1c(SCC(=O)Nc2cccc(C)c2)nc2c(c1=O)SC(C)C2 (configuration not stated) | 4%
Cc1cc(Cl)ccc1-n1c(-c2cccnc2)n[nH]c1=S | 17%[57.5 µM]
COc1ccc(O)c(C(=O)c2cnn(C(=O)c3cccc(S(=O)(=O)N4CCOCC4)c3)c2)c1 | 29%
Cn1cnnc1SCC(=O)Nc1ccc(Cl)cn1 | -10%
O=C(COC(=O)/C=C/c1ccc(OC(F)F)cc1)Nc1ccc(S(=O)(=O)N2CCCC2)cc1 | -3%
Cc1cc(NC(=O)COC(=O)C2=COCCO2)c([N+](=O)[O-])cc1C | ?
CC(=O)Nc1ccc(S(=O)(=O)CCC#N)cc1 | 22%
CCc1ccc(NC(=O)N2CCN(c3ccccc3)CC2)cc1 | -4%
C#CCOC(=O)NC(/C=C/CCCC)c1ccccc1 (configuration not stated) | -29%
COC(=O)N1CCC[C@@]2(CCN(C(=O)Nc3ccccc3)C2)C1 | -6%
COC(=O)C(C(=O)OC)[C@@H]1O[C@@]23COC=C[C@]2(C)[C@H]3c2ccccc21 | 4%
CC1CCCN(CC(O)COC(c2ccccc2)c2ccccc2)C1 (configuration not stated) | ?
O=C(C1CCN(S(=O)(=O)c2cnc[nH]2)CC1)N(CCc1ccccc1)Cc1ccccc1 | -10%
N#Cc1cccc(NC(=O)N2CC[C@@]3(CCCN(S(=O)(=O)c4ccccc4)C3)C2)c1 | 2%
CC(C)CC(=O)Nc1ccc(C(=O)Cn2c(=O)oc3ccccc32)cc1 | 0%
COc1ccc(NC(=O)c2csc(Cc3ccc(Cl)cc3)n2)cc1 | -8%

Entries above that have a tert-butyl group:
smiles | ERK EGF inh
CC(C)(C)OC(=O)N1CCC(CNC(=O)c2ccccc2)CC1 | 5%[57.5 µM]
Cc1csc(SCC(=O)NC(=O)NC(C)(C)C)n1 | -8%
Cc1ccc(N(CC(=O)NC(C)(C)C)C(=O)CS(=O)CC(=O)Nc2ccc(F)cc2)cc1 (configuration not stated) | 4%

Later entries:
smiles | ERK EGF inh
C/C(=N\Nc1ccc(Cl)c(C(=O)O)c1)c1ccc[nH]1 | 12%[57.5 µM]
COc1ccc(CNCCCO)cc1OC | 1%
O=c1c(-c2cnn(-c3ccccc3)c2)coc2cc(O)ccc12 | ?
CC1=NN(C(=O)c2ccccc2Cl)C(O)(c2cccnc2)C1 (configuration not stated) | -1%
CCOc1ccc(C(=O)NNC2CC(=O)N(CCc3ccccc3)C2=O)cc1OC (configuration not stated) | 1%
COc1ccccc1C(O)(c1ccccc1)C(CN1CCOCC1)c1ccccc1 (configuration not stated) | 4%
CN1CCC(=O)N([C@H](CSc2ccc(Br)cc2)c2ccccc2)CC1 | 8%[57.5 µM]
Cc1ccccc1Nc1nc(N)nc(-c2oc3ccccc3c2C)n1 | 3%[57.5 µM]
C=CCNC(=S)N(Cc1ccccc1)Cc1ccccc1 | 5%
CN(C)S(=O)(=O)c1ccc(NC(=O)/C=C/c2ccccc2Cl)cc1 | 8%
Clc1ccccc1Cc1noc(CN2CCCCC2CCc2ccccn2)n1 (configuration not stated) | 6%
CC(C(=O)O)n1nnc2ccccc21 (configuration not stated) | 11%[57.5 µM]
COC(=O)N/N=C/c1cn(Cc2ccccc2Cl)c2ccccc12 | -15%
COc1cc2cc(CN(Cc3cccs3)C(=S)Nc3ccccc3)c(=O)[nH]c2cc1OC | -6%
O=C(COC(=O)c1cc(S(=O)(=O)N2CCCCC2)ccc1N1CCOCC1)NC1CCS(=O)(=O)C1 (configuration not stated) | -9%
O=C(N/N=C/c1ccncc1)c1cccc(NC(=O)c2ccccc2Cl)c1 | 4%

Compound activity as filed in PubChem BioAssay.

A portion of the library; the hit share may differ from the screen's.
